Screens as filed in PubChem.
PLK1 PBD block = inhibitors of human PLK1 polo-box domain binding | P53350 | Plk1 PBD binding of FITC phosphopeptide, fluorescence polarization | Potency, µM, for inactives: max response, negative = inhibition, hits mostly inhibitors | 360,000 compounds, 2.8% hits | AID 720504; further: potency means the concentration at half of the fitted maximal effect; series mostly up to about 57 µM; on the % scale 0 is the no-effect control and ±100 the full control effect; nearly all actives have a fitted effect of over 65% in size
FUS suppressor = suppressors of FUS proteinopathy in yeast. 390,000 compounds, 0.24% hits. S. cerevisiae FUS-expressing, growth rescue, OD600, 24 h. Potency, µM (top dose mostly 76.6 µM), for inactives: at the highest dose growth rescue (activation), most hits filed as activators;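 further: potency means the concentration at half of the fitted maximal effect; plate controls were DMSO vehicle for no effect and reference control for full effect; nearly all actives have a fitted effect of over 55% in size; some results filed as inactive show a strong effect at the top dose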
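Toxicity suppression screen in FUS-yeast. Cells induced with 2% galactose, starting OD 0.005, treated 24hr at 30C with compounds at multiple final concentrations; growth by OD600.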
WRN inhibitor = blocks human WRN helicase; Q14191; WRN helicase unwinding, fluorescent forked duplex, kinetic; Potency, µM (doses to about 114 µM), for the others: at the highest dose activity change, negative = inhibition, actives largely listed as inhibitors; 360,000 compounds, 0.46% hits; further: potency means the concentration at half of the fitted maximal effect; on the % scale 0 is the no-effect control and ±100 the full control effect; nearly all actives have a fitted effect of over 55% in size
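Primary qHTS, 1536-well format. 20 nM WRN + compound, 15 min RT; start with 100 nM forked fluorophore/quencher duplex, 2 mM ATP (final); kinetic read ex 525/em 598 nm.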
aSyn yeast inh = alpha-synuclein toxicity inhibition in yeast; Potency, µM (doses to about 46.1 µM), for inactives: at the top dose growth rescue (activation), actives largely listed as activators; Yeast expressing alpha-synuclein, growth rescue, BacTiter-Glo, 24 h; 370,000 compounds, 0.14% hits; further: potency means the concentration at half of the fitted maximal effect; % of control where 0% means no effect; nearly all actives have a fitted effect of over 65% in size
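Readout is rescue of growth in alpha-synuclein-expressing yeast, so inhibitors of toxicity appear as activators. Growth after 24 hr at 30 deg C in galactose medium is quantified by luminescence.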
EPAC1 agonist = agonists of human EPAC1 | EPAC1 agonist qHTS, biochemical assay; response scale: 100% = response to 6.5 mM cAMP | Potency, µM (highest dose often 154 µM), for inactives: top-dose activation, hits mostly activators | 360,000 compounds, 0.073% hits; further: potency means the concentration at half of the fitted maximal effect; nearly all actives have a fitted effect of over 60% in size
Target sequence (O95398 whole entry, looked up): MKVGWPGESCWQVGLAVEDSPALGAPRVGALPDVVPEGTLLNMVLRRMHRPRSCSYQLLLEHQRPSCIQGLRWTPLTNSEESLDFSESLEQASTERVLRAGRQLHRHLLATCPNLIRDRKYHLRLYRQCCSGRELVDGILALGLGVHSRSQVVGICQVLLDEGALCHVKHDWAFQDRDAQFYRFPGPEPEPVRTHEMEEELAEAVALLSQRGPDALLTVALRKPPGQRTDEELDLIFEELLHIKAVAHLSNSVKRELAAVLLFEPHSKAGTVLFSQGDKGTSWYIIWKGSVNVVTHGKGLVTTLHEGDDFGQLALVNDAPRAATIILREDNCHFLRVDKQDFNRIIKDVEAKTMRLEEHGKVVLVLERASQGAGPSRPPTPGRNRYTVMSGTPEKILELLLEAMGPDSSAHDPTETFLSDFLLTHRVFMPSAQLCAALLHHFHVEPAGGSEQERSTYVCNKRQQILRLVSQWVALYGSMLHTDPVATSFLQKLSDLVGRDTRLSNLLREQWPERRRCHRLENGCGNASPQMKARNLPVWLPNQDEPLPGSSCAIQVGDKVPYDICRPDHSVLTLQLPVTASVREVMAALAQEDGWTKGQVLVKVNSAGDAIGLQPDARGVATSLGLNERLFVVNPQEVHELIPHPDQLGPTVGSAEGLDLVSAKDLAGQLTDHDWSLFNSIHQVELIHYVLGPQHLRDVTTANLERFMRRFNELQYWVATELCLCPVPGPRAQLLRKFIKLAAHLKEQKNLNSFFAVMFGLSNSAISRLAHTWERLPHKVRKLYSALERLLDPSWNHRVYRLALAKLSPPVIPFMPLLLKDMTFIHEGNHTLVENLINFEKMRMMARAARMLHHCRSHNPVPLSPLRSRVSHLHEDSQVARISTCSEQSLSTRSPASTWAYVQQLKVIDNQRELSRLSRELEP
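Compounds were pinned as a concentration titration into mixtures of EPAC1 (100 nM), BODIPY-GDP-loaded Rap1B (250 nM) and GDP (50 uM). After 5 min at room temperature, fluorescence was followed for 30 min; activity was scaled to 6.5 mM cAMP.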
IL2 activator = activates IL-2 in a cell-based reporter assay; IL-2 activation reporter assay, cell-based qHTS; stimulated with anti-CD3/CD4/CD28 beads; in transgenic mouse T cells; activation, % (series mostly up to about 46 µM); 360,000 compounds, 0.065% hits; in the data active means activation above about 50%; inconclusive means mostly about 30% to 49%; further: 0% is about no effect
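EGFP and DsRed fluorescence is measured by plate cytometry in unstimulated transgenic mouse T cells exposed to compound for 60 minutes, then stimulated 18 hours at 37 degrees C with anti-CD3/anti-CD4 beads plus anti-CD28.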
PI5P4Ka inh = PI5P4K alpha (human) kinase inhibition; P48426; PI5P4Kalpha enzyme, ADP-Glo luminescence, 60 min; hits give low values; max response, %; 330,000 compounds, 1.2% hits; active means max response of -50% or lower; inconclusive means between -30% and -50%; inactive means -30% or higher; further: value at the top dose of about 77 µM; on the % scale 0 is the no-effect control and ±100 the full control effect
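Luminescence from ADP-Glo served as readout of PI5P4Kalpha activity in a qHTS format. Reaction: enzyme, substrate, compound, ATP at 5 microM final, 60 min at RT.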
EPAC1 antagonist = antagonists of human EPAC1 | Potency, µM (top dose mostly 115 µM), without a hit: at the top dose activity change, negative = inhibition, hits mostly inhibitors | EPAC1 GEF assay, Rap1b-BODIPY-GDP exchange fluorescence | 360,000 compounds, 0.14% hits | O95398 | AID 720709;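 further: potency means the concentration at half of the fitted maximal effect; plate controls were vehicle for no effect and positive control for full effect; nearly all actives have a fitted effect of over 50% in size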
Abeta yeast res = compounds reversing amyloid beta toxicity in yeast | Potency, µM (highest dose often 46.1 µM), for inactives: at the highest dose growth rescue, most hits filed as activators | 410,000 compounds, 0.063% hits | AID 1347071 | yeast expressing A-beta42, growth rescue, OD600, 48 h; response scale: 0% DMSO, 100% iron-clioquinol control; further: potency means the concentration at half of the fitted maximal effect; nearly all actives have a fitted effect of over 55% in size
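Growth rescue measured by 600 nm absorbance after 48 h yeast culture at 30 C with compound. Values normalized between DMSO and an equimolar ferric chloride plus clioquinol control.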
Starred values were filed as active, the others as inactive; ? = inconclusive; . = not tested or not shown; & = joins results of further samples; [ ] = dose if it differs, or a comment. Unless noted, the call rests on the fitted dose curve; in most records, active means well fitted curve in the direction sought with a large enough effect; inconclusive means small, poorly fitted or top-dose-only effect, or another doubt; inactive means no such curve, though single readings can be large; an effect the other way counts as inactive or inconclusive.

SMILES	PLK1 PBD block	FUS suppressor	WRN inhibitor	aSyn yeast inh	EPAC1 agonist	IL2 activator	PI5P4Ka inh	EPAC1 antagonist	Abeta yeast res
c1ccc(CSc2nnc(Cc3ccccc3)o2)cc1	?	8%	-12%	1%	13%	2.5	-9	-26%	5%
Cc1ccccc1NC1=NC(C)(C)N=C(N)N1	-6%	-12%	1%	0%	13%	1.4	2	-7%	0%
CCN(C(=O)COC(=O)/C=C/c1ccc(C)o1)c1c(N)n(Cc2ccccc2)c(=O)[nH]c1=O	-13%	19%	11%	0%	-10%	-4.2	-28	11%	-8%
CCc1nnc(NC(=O)c2ccc(Cl)c(S(=O)(=O)N3CCc4ccccc43)c2)s1	-5%	11%	-19%	3%	4%	2.3	-12	-2%	8%
Cc1ccc(S(=O)(=O)NC(C)(C)C)cc1C(=O)OCC(=O)N1CCCC1=O	-2%	3%	-2%	1%	-9%	-0.9	-6	11%	14%
Cc1ccc2nc(SCc3nnc(-c4ccccc4)o3)[nH]c2c1	-4%	17%	-2%	0%	1%	0.2	4	6%	10%
Clc1ccc(CNc2nc(CN3CCOCC3)nc3scc(-c4ccccc4)c23)cc1	3%	.	-9%	2%	6%	-1.0	19	-3%	2%
CC(C)[C@H](NC(=O)C1CCN(C(=O)[C@H](Cc2ccccc2)NC(=O)OC(C)(C)C)CC1)C(=O)O	-3%	22%	4%	-4%	5%	-4.6	18	-6%	-24%
CCC(=O)Nc1nnc(S(=O)(=O)N2CCc3ccccc32)s1	-8%	14%&-2%	7%	-1%	-12%	-2.9	-1	0%	-12%&-5%
COCCCn1c(Cc2csc(Nc3ccccc3)n2)nnc1SCC(N)=O	?	10%	-7%	-3%	-1%	-1.7	-4	-5%	-1%
CC(C)N(CC(N)=O)c1ccc(S(=O)(=O)N2CCCC2)cn1	-3%	-12%	1%	-5%	4%	3.0	-1	-21%	6%
CCOc1ccccc1C1CC(=O)Nc2cc(OC)c(OC)c(OC)c21 (stereo not drawn)	-4%	-19%	-17%[57.1 µM]	-1%	0%	-1.9	-1	12%	1%
Cc1cc(OCC(=O)Nc2ccncc2)ccc1Br	-6%	14%	3%	-10%	12%	0.3	14	4%	-6%
FC(F)(F)c1cc(-c2ccccc2)nc(N2CCCCCC2)n1	5%	-41%	-20%	-1%	-3%	-3.6	5	-8%	0%[9.22 µM]
Cc1ccn2c(C(C)O)nnc2c1 (stereo not drawn)	0%	-19%	23%	2%	-13%	-1.1	-7	6%	1%
CNc1cc(C(=O)Nc2cccc(OCc3ccccc3)c2)ncn1	-3%	-4%	2%	-9%	-2%	-0.2	-6	12%	22%
Cc1noc(C(=O)Nc2cc(Cl)ccc2O)c1Cl	-12%	16%	-6%	-11%	14%	-0.5	3	-2%	-16%
CNC(=O)N(O)C1N(c2ccccc2)C(=S)SC1(C)C (stereo not drawn)	-3%	-8%	6%	0%	10%	2.1	1	-5%	11%
N#Cc1ccccc1NC(=O)COc1c(Br)cc(Br)c2cccnc12	-14%	31%	-9%	-6%	-5%	-1.5	?	-3%	-7%
Cc1ccc(Cn2c(C)nc3c(c2=O)c2nc4ccccc4nc2n3Cc2ccco2)cc1	?	?	-17%[11.6 µM]	19%	-6%	-3.4	-62*	?	-2%
O=C(Nc1cccc(F)c1)c1c(F)c(F)c(F)c(F)c1F	-5%	.	1%	-13%	-5%	0.7	15	-7%	17%
Cc1[nH][nH]c(=O)c1C(c1ccc(-c2ccc(F)cc2)o1)c1c(C)[nH][nH]c1=O	24µM*	12%	11%	14%	2%	-3.8	4	-3%	?
CC(=O)N1c2ccc(S(=O)(=O)N3CCCC3C(=O)Nc3cccc(F)c3)cc2CC1C (stereo not drawn)	1%	-1%	7%	-1%	-5%	-2.6	2	5%	-9%
O=C(COC(=O)/C=C/c1cccc(Br)c1)Nc1cccc(S(=O)(=O)NC2=NCCC2)c1	-18%	-7%	-9%	-2%	-2%	-0.1	-4	-28%	-17%
COc1ccc(C2(c3ccc(OC)cc3)NC(=O)N(CC(=O)N(C)C)C2=O)cc1	-12%	-5%	2%	-2%	7%	0.0	-1	1%	15%

Rewritten with values under each structure: 5 of the compounds above.
Results follow in this order: PLK1 PBD block	FUS suppressor	WRN inhibitor	aSyn yeast inh	EPAC1 agonist	IL2 activator	PI5P4Ka inh	EPAC1 antagonist	Abeta yeast res
- Cc1cc(OCC(=O)Nc2ccncc2)ccc1Br
    -6%	14%	3%	-10%	12%	0.3	14	4%	-6%
- FC(F)(F)c1cc(-c2ccccc2)nc(N2CCCCCC2)n1
    5%	-41%	-20%	-1%	-3%	-3.6	5	-8%	0%[9.22 µM]
- Cc1ccn2c(C(C)O)nnc2c1 (stereo not drawn)
    0%	-19%	23%	2%	-13%	-1.1	-7	6%	1%
- CNc1cc(C(=O)Nc2cccc(OCc3ccccc3)c2)ncn1
    -3%	-4%	2%	-9%	-2%	-0.2	-6	12%	22%
- Cc1noc(C(=O)Nc2cc(Cl)ccc2O)c1Cl
    -12%	16%	-6%	-11%	14%	-0.5	3	-2%	-16%

Additional structures:
SMILES	PLK1 PBD block	FUS suppressor	WRN inhibitor	aSyn yeast inh	EPAC1 agonist	IL2 activator	PI5P4Ka inh	EPAC1 antagonist	Abeta yeast res
CCOC(=O)C1CCCN(C(=O)c2sc3nc(-c4ccc(F)cc4)cn3c2C)C1 (stereo not drawn)	-14%	.	2%	4%	-2%	-0.2	-1	-24%	2%
COc1cc(OC)cc(C(=O)Nc2cc(C)on2)c1	-8%	-20%	-5%	-6%	9%	-0.2	0	1%	-2%
COc1ccccc1C(=O)NNC(=O)CN1C(=O)c2ccccc2C1=O	-12%	17%	-36%	-3%	1%	-0.9	-13	4%	2%
CC1CN(C(=O)CSc2nnc(CNC(=O)c3ccc(S(=O)(=O)N(C)C)cc3)o2)CC(C)O1 (stereo not drawn)	-12%	.	-27%	0%	0%	-2.9	-4	10%	-15%
COC(=O)Nc1ccc(S(=O)(=O)N2CCCC(C(=O)N3CCCCC3)C2)cc1 (stereo not drawn)	-1%	9%	-8%	2%	6%	1.4	1	-21%	-43%[inhibitor]
CC(C)C(=O)N1CCC2(CC1)Oc1ccc(F)cc1C(=O)C21CC(c2ccc(Cl)cc2)=NO1 (stereo not drawn)	-4%	22%	-2%	16%	-7%	0.1	-8	0%	7%
CCOC(=O)CNC(=O)c1nn(-c2cccc(OC)c2)c(=O)c2ccccc12	-5%	-6%	-5%	2%	10%	0.3	-5	-5%	10%
Cc1cccc(C(=O)NCCNC(=O)c2cccc(C)c2)c1	-8%	8%	-11%	-24%	-25%	-3.2	3	-29%	-13%
CC(C)c1ccc(Nc2nnns2)cc1	27µM*	5%	?	-18%	5%	-0.4	-22	11%	33%
CCCCCCC(=O)N1CCC(c2nc3c(nnn3Cc3ccccc3Cl)c(=O)[nH]2)CC1	-23%	?	-12%	-22%	18%	1.0	.	?	-11%
COc1cc(Cn2cnnn2)ccc1O	-8%	9%	1%	0%	8%	-0.5	2	-18%	-1%
Cc1ccc(NC(=O)c2cc(-c3ccccc3)n[nH]2)cc1	-4%	-15%	3%	-10%	14%	1.1	-1	4%	3%
CC(=O)c1ccc(NC(=S)NCCCn2ccnc2)cc1	-11%	17%	16%	-6%	-8%	-0.9	2	-27%	1%
CC1Cc2ccccc2N1C(=S)NC(=O)c1cccc(Br)c1 (stereo not drawn)	-27%	-8%	-3%	?	-2%	-1.3	4	0%	-5%
Cc1ccc(OC[C@H](O)[C@H](C)NC(C)C)c2c1CCC2	1%	-36%	2%	4%	3%	-0.6	11	-2%	4%
COc1ccc2c(=O)c(-c3ccc(OC)c(OC)c3)coc2c1	7%	-5%	1%	2%	-15%	-0.3	-3	-5%	9%
Cc1ccc2nc(SCC(=O)NCc3ccco3)[nH]c2c1	-7%	31%	-11%	5%	5%	1.8	.	5%	-2%
Cc1cccc(NNC(=O)c2c(F)cccc2Cl)c1	1%	5%	12%	10%	7%	0.5	4	7%	22%
Cc1ccccc1NC(=O)COC(=O)c1cc(S(=O)(=O)N2CCOCC2)ccc1C	-11%	-24%	-1%	-18%	9%	-0.6	3	5%	6%
Cc1ccc(C(=O)/C=C/c2cn(CC(O)CN3CCOCC3)c3ccccc23)cc1 (stereo not drawn)	17%	7%	-5%	12%	5%	-0.3	18	-7%	-3%
C=CCn1c(SCC(=O)NCc2ccccc2)nnc1-c1cc(Br)ccc1O	-9%	42%	-24%	12%	-1%	-1.1	.	0%	1%
COc1ccc(C(=O)NCCS(=O)(=O)NCc2ccco2)cc1	-7%	-1%	-6%	3%	-6%	-2.2	-3	7%	9%
CCOC(=O)N1CCN(c2nc(-c3cccc(OC)c3)cc(C(F)(F)F)n2)CC1	-24%	-6%	-6%	7%	3%	1.6	15	-22%	-2%
O=C(COc1ccc(S(=O)(=O)N2CCOCC2)cc1)NC1CC1	-15%	7%	7%	10%	6%	-0.6	1	14%	-7%

2 of the compounds above, as labelled records:
CCOC(=O)N1CCN(c2nc(-c3cccc(OC)c3)cc(C(F)(F)F)n2)CC1
  PLK1 PBD block: -24%
  FUS suppressor: -6%
  WRN inhibitor: -6%
  aSyn yeast inh: 7%
  EPAC1 agonist: 3%
  IL2 activator: 1.6
  PI5P4Ka inh: 15
  EPAC1 antagonist: -22%
  Abeta yeast res: -2%

Cc1cccc(NNC(=O)c2c(F)cccc2Cl)c1
  PLK1 PBD block: 1%
  FUS suppressor: 5%
  WRN inhibitor: 12%
  aSyn yeast inh: 10%
  EPAC1 agonist: 7%
  IL2 activator: 0.5
  PI5P4Ka inh: 4
  EPAC1 antagonist: 7%
  Abeta yeast res: 22%

Compound profiles (already shown). Values in the order: PLK1 PBD block | FUS suppressor | WRN inhibitor | aSyn yeast inh | EPAC1 agonist | IL2 activator | PI5P4Ka inh | EPAC1 antagonist | Abeta yeast res
CCCCCCC(=O)N1CCC(c2nc3c(nnn3Cc3ccccc3Cl)c(=O)[nH]2)CC1 in the list: -23% | ? | -12% | -22% | 18% | 1.0 | . | ? | -11%
CNc1cc(C(=O)Nc2cccc(OCc3ccccc3)c2)ncn1 in the list: -3% | -4% | 2% | -9% | -2% | -0.2 | -6 | 12% | 22%
